# From PubChem BioAssay
# bovine MsrA act – activators of bovine methionine sulfoxide reductase A; AID 602163; activation, % at 10.6 µM; purified bovine MsrA, absorbance read-out; 360,000 compounds, 0.3% hits; in the data active means activation above about 7.5%;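 further: 0% = vehicle and 100% = reference activator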
# CSN deneddyl inh – CSN deneddylation inhibition; Q92905; Purified CSN, SCF-Nedd8-OG deneddylation, fluorescence polarization; inhibition, % at 12.5 µM; AID 651999; 360,000 compounds, 0.38% hits;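 active means pattern-corrected inhibition above about 35%, with an unprinted fluorescence ratio check between 0.5 and 1.5, limit read from the data, passing the limit was not always enough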;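 further: 0% = enzyme with substrate and 100% = substrate without enzyme; some results filed as inactive read as strong as hits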
#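 Material: human Csn5 produced in HEK293T cells; Input: enzyme 0.24 nM; Reagent: SCFSkp2-Nedd8OG substrate at 10 nM final; Dosing: 12.5 µM compound; Incubation: 90 min reaction at room temperature; Detection: fluorescence polarization of the substrate; Evaluation: % inhibition of substrate cleavage by Csn5; Control set: substrate-only high control, full reaction low control.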
# TbMetRS inhib – blocks T. brucei methionyl-tRNA synthetase activity; inhibition, % at 11.9 µM; purified T. brucei MetRS, ATP depletion, Kinase-Glo luminescence; 360,000 compounds, 0.4% hits;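 active means inhibition above a per-plate cutoff of the control wells' mean inhibition plus 3 SD, cut at about 5.5% in these data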;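 further: 0% = DMSO wells median and 100% = median of wells with control inhibitor compound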
#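 assay system = parasite MetRS enzyme | timing = 15 min preincubation, 2 h reaction, all 25 °C | evaluation = percent inhibition relative to median high and low control wells | medium = HEPES buffer containing pyrophosphatase, BSA, spermine, DTT | compound = single dose, 11.9 µM final nominal, 0.9% final DMSO | detection = Kinase-Glo luminescence, ATP depletion format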
# FAS-TE inh – blocks the thioesterase domain of human fatty acid synthase; P49327; recombinant FAS-TE, OMFH fluorogenic substrate, fluorescence endpoint; inhibition, % at 15 µM; 360,000 compounds, 0.67% hits; AID 602261;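 active means compounds whose normalised, plate-corrected inhibition of enzyme fluorescence in the single-dose primary screen is 50% or more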;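 further: 0% = DMSO with enzyme and 100% = substrate without enzyme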
# Target sequence (P49327 whole entry, looked up, the tested form may be a part): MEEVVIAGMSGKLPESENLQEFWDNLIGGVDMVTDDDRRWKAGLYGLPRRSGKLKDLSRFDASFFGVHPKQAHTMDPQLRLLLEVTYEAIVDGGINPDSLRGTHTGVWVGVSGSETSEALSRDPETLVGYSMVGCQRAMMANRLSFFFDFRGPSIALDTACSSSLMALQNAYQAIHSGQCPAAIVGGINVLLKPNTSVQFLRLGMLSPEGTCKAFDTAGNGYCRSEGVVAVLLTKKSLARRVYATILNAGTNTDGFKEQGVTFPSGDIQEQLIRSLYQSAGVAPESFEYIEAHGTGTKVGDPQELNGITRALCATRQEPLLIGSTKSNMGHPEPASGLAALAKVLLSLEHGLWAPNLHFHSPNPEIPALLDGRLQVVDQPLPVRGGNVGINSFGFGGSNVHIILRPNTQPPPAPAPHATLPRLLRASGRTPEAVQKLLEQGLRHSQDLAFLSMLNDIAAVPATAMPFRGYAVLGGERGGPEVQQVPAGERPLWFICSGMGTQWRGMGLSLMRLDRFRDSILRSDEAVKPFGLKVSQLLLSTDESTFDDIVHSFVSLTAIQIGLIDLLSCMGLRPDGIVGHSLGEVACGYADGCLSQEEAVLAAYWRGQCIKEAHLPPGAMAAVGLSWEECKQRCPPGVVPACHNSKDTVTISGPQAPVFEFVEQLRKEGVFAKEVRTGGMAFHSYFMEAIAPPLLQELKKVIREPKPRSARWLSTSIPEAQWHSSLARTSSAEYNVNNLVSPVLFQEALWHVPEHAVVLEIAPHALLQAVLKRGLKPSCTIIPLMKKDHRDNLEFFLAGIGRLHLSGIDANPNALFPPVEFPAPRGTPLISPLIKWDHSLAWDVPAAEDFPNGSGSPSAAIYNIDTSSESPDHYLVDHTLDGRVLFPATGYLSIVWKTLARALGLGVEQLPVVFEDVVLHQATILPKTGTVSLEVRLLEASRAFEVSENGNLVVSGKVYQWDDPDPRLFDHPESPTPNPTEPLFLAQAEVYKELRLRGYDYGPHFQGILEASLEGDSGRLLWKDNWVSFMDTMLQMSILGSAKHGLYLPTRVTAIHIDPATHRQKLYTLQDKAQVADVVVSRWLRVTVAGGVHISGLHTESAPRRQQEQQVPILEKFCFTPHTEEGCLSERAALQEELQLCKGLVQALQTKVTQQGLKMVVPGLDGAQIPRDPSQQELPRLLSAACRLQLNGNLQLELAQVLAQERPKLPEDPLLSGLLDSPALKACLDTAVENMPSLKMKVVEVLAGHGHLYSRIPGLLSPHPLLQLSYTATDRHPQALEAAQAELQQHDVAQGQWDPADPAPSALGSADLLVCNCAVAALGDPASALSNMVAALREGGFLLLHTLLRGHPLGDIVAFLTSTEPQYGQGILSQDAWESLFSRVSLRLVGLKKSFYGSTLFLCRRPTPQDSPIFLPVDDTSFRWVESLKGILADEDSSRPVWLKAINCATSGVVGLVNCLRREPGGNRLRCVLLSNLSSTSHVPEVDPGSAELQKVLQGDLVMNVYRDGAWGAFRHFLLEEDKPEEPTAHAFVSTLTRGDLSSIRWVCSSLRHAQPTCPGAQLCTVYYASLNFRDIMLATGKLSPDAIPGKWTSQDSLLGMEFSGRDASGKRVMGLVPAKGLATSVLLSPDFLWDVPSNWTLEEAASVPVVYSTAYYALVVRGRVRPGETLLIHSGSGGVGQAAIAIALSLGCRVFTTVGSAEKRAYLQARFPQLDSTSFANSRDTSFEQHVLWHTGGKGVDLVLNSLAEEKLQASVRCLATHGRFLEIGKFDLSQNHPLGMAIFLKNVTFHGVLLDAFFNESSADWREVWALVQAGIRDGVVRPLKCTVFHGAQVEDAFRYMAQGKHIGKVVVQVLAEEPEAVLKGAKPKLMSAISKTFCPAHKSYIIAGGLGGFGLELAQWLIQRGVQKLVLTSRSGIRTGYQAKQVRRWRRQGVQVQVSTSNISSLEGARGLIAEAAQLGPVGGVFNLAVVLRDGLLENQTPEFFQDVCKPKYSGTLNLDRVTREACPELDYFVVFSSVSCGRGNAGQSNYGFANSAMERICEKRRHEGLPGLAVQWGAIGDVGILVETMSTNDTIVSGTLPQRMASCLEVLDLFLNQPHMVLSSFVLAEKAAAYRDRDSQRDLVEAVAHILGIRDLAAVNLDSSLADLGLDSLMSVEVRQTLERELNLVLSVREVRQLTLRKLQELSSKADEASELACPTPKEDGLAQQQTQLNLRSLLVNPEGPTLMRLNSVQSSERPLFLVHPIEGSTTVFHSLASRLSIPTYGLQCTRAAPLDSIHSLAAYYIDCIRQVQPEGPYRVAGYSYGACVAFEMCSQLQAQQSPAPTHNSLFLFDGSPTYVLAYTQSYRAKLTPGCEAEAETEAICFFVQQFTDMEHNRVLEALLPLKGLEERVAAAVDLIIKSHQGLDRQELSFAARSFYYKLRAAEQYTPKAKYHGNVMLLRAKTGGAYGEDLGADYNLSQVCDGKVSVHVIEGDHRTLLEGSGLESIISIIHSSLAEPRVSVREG
# Neddylation inh – inhibitors of human cullin neddylation; P61081+Q13564; TR-FRET cullin neddylation, biochemical; calls only at 25 µM; 360,000 compounds, 0.58% hits; in the data active means inhibition above about 36%
# E coli Lon inh – inhibitors of E. coli Lon protease; P0A9M0; purified E. coli Lon protease, fluorescence polarization; inhibition, % at 7.94 µM; 360,000 compounds, 0.42% hits; in the data active means inhibition above about 13%, passing the limit was not always enough;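 further: 0% = enzyme with probe and DMSO and 100% = no enzyme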
# Rin1 Abl inh – human Rin1-Abl interaction inhibition | P00519+Q13671 | TR-FRET Rin1/Abl binding, biochemical | inhibition, % at 7.35 µM | 360,000 compounds, 0.4% hits; in the data active means inhibition above about 5%, passing the limit was not always enough
# PABP1 MLLE inh – inhibitors of microRNA-mediated deadenylation, human PABP1 MLLE binding | P11940 | GST-MLLE / FITC-PAM2 fluorescence polarization | inhibition, % at 20 µM | 360,000 compounds, 0.36% hits | AID 588489; in the data active means inhibition above about 35%, passing the limit was not always enough;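 further: plate controls were DMSO wells with GST-MLLE for no effect and wells lacking GST-MLLE protein for full effect; some results filed as inactive read as strong as hits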
# MsrA inhibitor – inhibitors of bovine MsrA. purified bovine MsrA, absorbance read-out. 360,000 compounds, 0.75% hits. inhibition, % at 15.5 µM. AID 651718; in the data active means inhibition above about 4.5%;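 further: 0% = vehicle wells with enzyme and 100% = reference inhibitor wells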
# An asterisk follows results filed as active; i = inactive; + = active, no number. Rows are unselected; about 4% have a hit in one of these screens.
# Results follow in this order: bovine MsrA act	CSN deneddyl inh	TbMetRS inhib	FAS-TE inh	Neddylation inh	E coli Lon inh	Rin1 Abl inh	PABP1 MLLE inh	MsrA inhibitor
(1) COc1cccc(C(=O)Nc2cc(C(=O)NCCc3ccccc3)ccc2Cl)c1
  0	2	-0.5	6	i	-3	4	7	1.5
(2) COc1ccc(CC(=O)NNS(=O)(=O)c2ccc3ccccc3c2)cc1OC
  -4	1	-0.1	-12	i	-14	-1	1	-0.6
(3) CC(C)C[C@H]1COCCS(=O)(=O)N1Cc1cccc(C(F)(F)F)c1
  -1	-6	0.1	22	i	2	2	4	-0.3
(4) CCOc1ccc(-n2c(SCC(N)=O)nnc2-c2ccco2)cc1
  0	-1	-0.4	-8	i	4	-1	2	-0.9
(5) O=c1[nH]ncn2cccc12
  -1	-3	-0.3	-7	i	-2	-1	-12	-1.1
(6) CCC(=O)N1CCC1(C)C(=O)Nc1cccc(Oc2ccccc2)c1 (stereo not drawn)
  -4	-3	0.1	-2	i	3	-2	9	1.2
(7) CCCCN1C(=O)N(c2ccccc2Cl)C(C)(O)CC1(C)C (stereo not drawn)
  -10	-2	-1.6	0	i	14	2	0	0.1
(8) CCOC(=O)C1CCCN(c2c(NCCN3CCCCC3CC)c(=O)c2=O)C1 (stereo not drawn)
  -2	7	-0.4	0	i	0	0	-8	1.1
(9) CCOC(=O)[C@@H]1CCN(Cc2ccccc2)C[C@H]1c1ccccc1
  -4	1	-0.2	9	i	-4	2	14	0.5
(10) CCc1c(C)nc(N2CCN(c3cccc(OC)c3)CC2)[nH]c1=O
  -2	0	0.9	-4	i	-2	1	12	-1.7
(11) CC(=O)NCCn1c(SCC(=O)NCCc2ccc(S(N)(=O)=O)cc2)nc2ccccc2c1=O
  5	5	-0.1	-4	i	-4	2	4	0.4
(12) COCC(C)NCc1cccc([N+](=O)[O-])c1 (stereo not drawn)
  -3	-1	-0.3	-9	i	-9	3	6	-1.1
(13) CCOc1ccc(/C=C2/C(=N)N3OC(C)=CC3=NC2=O)cc1OC
  -2	-1	0.1	-3	i	4	0	8	0.8
(14) CC1CCN(c2nc(Cl)nc(Nc3ccc([N+](=O)[O-])cc3)n2)CC1
  -3	-2	-0.8	54*	i	-13	-1	-2	-0.4
(15) CNCc1ccccc1Sc1ccc(OC)cc1
  0	-5	-0.5	-5	i	-2	1	-3	-0.7
(16) NC(=O)CSc1nnc2ccc(-c3ccco3)nn12
  -10	2	1.0	-7	i	-1	-1	10	1.1
(17) CCc1ccccc1NC(=O)CSc1nc(C)c(C)o1
  1	4	-0.2	-6	i	2	-3	11	1.7
(18) Cc1ccc(CN2CCN(CC(=O)NC(C)c3ccc4c(c3)OCCO4)C2=O)cc1 (stereo not drawn)
  0	4	-0.1	-7	i	2	1	5	-0.1
(19) CCc1cc2c(=O)n(Cc3ccco3)c(SCC(=O)NC3CCS(=O)(=O)C3)nc2s1 (stereo not drawn)
  -3	5	-0.3	0	i	-14	1	21	0.1
(20) Cc1nn(C(C)C(=O)NCCCc2ccccc2)c(=O)c2nn(-c3ccccc3)c(C)c12 (stereo not drawn)
  5	-2	-0.3	4	i	-1	-1	-14	0.1
(21) O=S(=O)(c1c(Cl)sc(Cl)c1Br)N1CCCC1
  -4	-2	-0.6	8	i	-11	1	-1	-0.7
(22) CCN([C@H](CO)C(C)C)S(=O)(=O)c1ccccc1Br
  -3	3	0.4	-6	i	-7	-2	0	-0.2
(23) CC(=O)C(C)Sc1nnc(-c2ccccc2F)n1C1CC1 (stereo not drawn)
  -3	-6	-0.4	-6	i	0	1	0	0.3
(24) COC(=O)Cc1c(C)nc2nc(NCc3ccc(Cl)cc3)[nH]n2c1=O
  -1	1	-1.0	-4	i	2	-1	3	0.0
(25) CCn1c(SCC(=O)Nc2cc(OC)ccc2OC)nnc1C1CCCCC1
  0	1	0.2	-5	i	-8	0	2	-0.5
(26) O=C1CC(c2ccc(Cl)cc2)CC(=O)C1CS(=O)(=O)c1ccccc1 (stereo not drawn)
  -5	-1	0.3	-5	i	0	4	31	0.7
(27) COc1ccccc1CNCC(O)(c1ccc(Cl)cc1)c1ccc(Cl)cc1
  -1	0	-1.3	32	i	-8	-2	6	-1.0
(28) CC(C)[C@H](NC(=O)c1ccco1)C(=O)OCC(=O)c1ccc(Br)s1
  -4	3	-0.1	5	i	-6	-26	-24	-0.3
(29) CCCN1C(=O)COc2ccc(C(=O)c3ccccc3C(=O)O)cc21
  -7	-1	-1.4	-6	i	-10	4	-12	-0.7
(30) CCC1(c2ccccc2)C(=O)N=C(N)N(C#N)C1=O (stereo not drawn)
  2	1	-0.3	-6	i	-3	6	2	-0.9
(31) CCCCOC(=O)C(C)Oc1ccc(=O)n(-c2ccccc2)n1 (stereo not drawn)
  -10	-2	-1.7	-5	i	-7	-3	-8	-0.4
(32) CCOC(=O)c1ccccc1NC(=O)c1ccc(Cl)c(S(=O)(=O)N2CCOCC2)c1
  -2	0	0.3	24	i	-2	-5	-12	2.1
(33) O=C(Oc1ccc(F)cc1C(=O)/C=C/c1cccs1)c1cccc([N+](=O)[O-])c1
  -2	7	0.6	10	i	0	-1	3	1.4
(34) O=C(CCc1ccccc1Cl)Nc1ccc(S(=O)(=O)N2CCOCC2)cc1
  -3	-5	0.4	12	i	-5	2	-12	0.2
(35) CCOC(=O)c1c(NC(=O)CNC2CCCCC2)sc(C)c1C
  -8	5	-0.8	22	i	-2	-2	-1	0.4
(36) CCOC(=O)C1(Cc2cccc(OC)c2)CCN(Cc2cnc(SC)nc2)CC1
  -4	-12	-0.1	3	i	-4	1	-2	-0.8
(37) Cc1ccc2c(c1)N(C(=O)CCC(=O)NCC(C)c1ccccc1)CC(C)O2 (stereo not drawn)
  0	-5	-0.3	1	i	11	-2	10	-0.3
(38) CCOC(=O)c1c(C)c(C(=O)NC(C)COC)c(C)n1C (stereo not drawn)
  -6	2	-0.8	-4	i	8	1	2	0.0
(39) CN1C2CCC1/C(=C/c1cccn1C)C(=O)/C2=C\c1cccn1C
  -6	-31	0.1	-150	i	-148	-18	103	2.6
(40) CCc1nc2c(OCc3ccc(F)c(F)c3)cccn2c1N(C)C(=O)c1ccc(C)cc1
  -1	-5	-0.3	26	i	0	-4	5	0.4
(41) CCc1cccc(OCCCn2ccnc2)c1
  1	0	-0.9	-8	i	-10	1	1	-1.2
(42) Cc1cccc(C(=O)Nc2nnc(Cc3c[nH]c4ccccc34)s2)c1
  -1	-2	1.0	5	i	-5	2	-18	-0.2
(43) COc1cc2c(cc1NC(=O)Nc1cccc(C)c1)oc1ccccc12
  0	-2	-0.4	16	i	0	1	-14	1.4
(44) CN(C)c1ccc(/C=N/NC(=O)COc2ccccc2)cc1
  -4	7	0.0	-1	+	7	1	-1	3.4
(45) O=S(=O)(NCCc1ccccn1)c1cccs1
  2	7	0.4	-4	i	2	-1	-7	0.0
(46) O=C(NCC1COCCO1)c1ccc2nc(Cc3cccc(Cl)c3)oc2c1 (stereo not drawn)
  0	-3	0.0	-3	i	-9	1	0	-0.3
(47) COc1cc(NC(=O)CCn2c(=O)oc3ccccc32)cc(OC)c1OC
  -6	2	-0.6	-3	i	5	6	-2	0.5
(48) CC(O)/C=C/c1ccc2ccccc2n1 (stereo not drawn)
  -8	0	-0.3	-4	i	7	1	38*	0.1
(49) Cc1noc(C)c1CSc1nc2ccccc2n1CCc1ccccc1
  -10	5	-1.1	14	i	-10	-2	-108	0.1
(50) Cc1nonc1CN(C)C(=O)CC1C(=O)NCCN1Cc1cccc(C(F)(F)F)c1 (stereo not drawn)
  -7	0	-1.6	0	i	4	0	15	0.5
(51) CC1(C)NC(=O)N(CC(O)COc2ccccc2C(=O)N2CCCCC2)C1=O (stereo not drawn)
  -4	-2	-0.5	0	i	-7	2	-17	1.0
(52) CCc1cc(=O)oc2cc(OCC(=O)NCCCN3CCCC3=O)ccc12
  -1	3	1.1	-3	i	7	3	3	3.8
(53) COc1ccc(N2CCN(C(=O)CSc3nc4[nH]ncc4c(=O)n3-c3ccc(Br)cc3)CC2)cc1
  0	-2	-0.5	-57	i	-5	4	-8	-0.5
(54) O=C(NCc1ccccc1)c1onc(CSc2ccc(F)c(F)c2)c1C(=O)NCc1ccccc1
  -2	-1	-0.3	18	i	-4	0	0	0.2
(55) O=C(N[C@@H](Cc1ccccc1)C(=O)O)c1ccc(C(F)(F)F)cc1
  -1	1	-0.3	-9	i	6	3	-1	0.2
(56) CCOc1ccc(C(C)(C)C)cc1S(=O)(=O)Nc1ccncc1
  -3	-1	0.4	-29	i	-8	-3	-3	-0.1

# 7 neighbouring records already listed, for reference:
# Results follow in this order: bovine MsrA act	CSN deneddyl inh	TbMetRS inhib	FAS-TE inh	Neddylation inh	E coli Lon inh	Rin1 Abl inh	PABP1 MLLE inh	MsrA inhibitor
(9) CCOC(=O)[C@@H]1CCN(Cc2ccccc2)C[C@H]1c1ccccc1
  -4	1	-0.2	9	i	-4	2	14	0.5
(10) CCc1c(C)nc(N2CCN(c3cccc(OC)c3)CC2)[nH]c1=O
  -2	0	0.9	-4	i	-2	1	12	-1.7
(11) CC(=O)NCCn1c(SCC(=O)NCCc2ccc(S(N)(=O)=O)cc2)nc2ccccc2c1=O
  5	5	-0.1	-4	i	-4	2	4	0.4
(12) COCC(C)NCc1cccc([N+](=O)[O-])c1 (stereo not drawn)
  -3	-1	-0.3	-9	i	-9	3	6	-1.1
(13) CCOc1ccc(/C=C2/C(=N)N3OC(C)=CC3=NC2=O)cc1OC
  -2	-1	0.1	-3	i	4	0	8	0.8
(14) CC1CCN(c2nc(Cl)nc(Nc3ccc([N+](=O)[O-])cc3)n2)CC1
  -3	-2	-0.8	54*	i	-13	-1	-2	-0.4
(15) CNCc1ccccc1Sc1ccc(OC)cc1
  0	-5	-0.5	-5	i	-2	1	-3	-0.7
